E-selectin induc = E-selectin induction on HUVECs; P16581; HUVEC E-selectin immunofluorescence imaging; normalized: neutral wells 0, TNF-alpha wells 100; activation, % at 7.58 µM; actives 0.37% (n = 260,000);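 active = mean E-selectin-positive cell signal at least 10% of the positive control, reached in at least 60% of replicates, without over 20% cell loss; inconclusive = no rule given, readout overlaps actives, possibly toxicity-flagged; inactive = the rest, including those meeting only one limit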;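 also: in these data hits start at about 27%; measured in HUVEC primary endothelial cells; signal is the percent of cells scored E-selectin positive by PE staining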
Target sequence (P16581 whole entry, looked up): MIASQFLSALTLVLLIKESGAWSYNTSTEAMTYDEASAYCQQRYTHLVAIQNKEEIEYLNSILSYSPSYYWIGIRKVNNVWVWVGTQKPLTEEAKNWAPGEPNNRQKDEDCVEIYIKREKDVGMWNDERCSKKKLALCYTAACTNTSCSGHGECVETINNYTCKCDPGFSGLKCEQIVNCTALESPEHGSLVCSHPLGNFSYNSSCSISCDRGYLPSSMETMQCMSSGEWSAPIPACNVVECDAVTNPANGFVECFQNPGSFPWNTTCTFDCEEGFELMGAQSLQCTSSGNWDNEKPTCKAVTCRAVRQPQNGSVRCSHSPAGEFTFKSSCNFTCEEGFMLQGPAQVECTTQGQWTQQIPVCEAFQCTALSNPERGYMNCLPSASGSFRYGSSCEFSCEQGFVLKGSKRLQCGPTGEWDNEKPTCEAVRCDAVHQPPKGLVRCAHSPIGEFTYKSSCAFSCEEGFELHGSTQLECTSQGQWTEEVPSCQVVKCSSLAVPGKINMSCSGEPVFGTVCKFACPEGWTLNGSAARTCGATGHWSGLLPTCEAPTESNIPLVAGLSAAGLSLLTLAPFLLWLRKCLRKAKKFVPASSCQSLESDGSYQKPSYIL
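Material: HUVEC primary endothelial cells; Amount: 3,000 cells per well; Dosing: single concentration; Medium: EGM-2 growth medium on 0.1% gelatin-coated wells; Read-out basis: percent E-selectin-positive cells; Signal: immunofluorescence imaging; Control set: TNF-alpha, DMSO.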
esBAF inh = inhibitors of esBAF chromatin remodeling in mouse ES cells; Bmi1-luciferase knock-in reporter, 24 h; 100% = twice the neutral-well signal; reporter increase, % at 12.5 µM; actives 2% (n = 350,000); AID 602393; in the data active = activation above about 40%; inconclusive = no clear call, values can overlap the other calls;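 also: 0% = median of the plate's neutral control wells and 100% = double that signal; a rise in the Bmi1 reporter signal indicates esBAF inhibition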
The depositor's hits bear a star; ? = inconclusive.

item	Molecule	E-selectin induc	esBAF inh
1	CCCNC(=O)Nc1ccc2c(c1)C(=O)N(C)C[C@@H](OC)[C@@H](C)CN(CCC(F)(F)F)[C@H](C)CO2	0.0	-1
2	C[C@@H]1CN([C@H](C)CO)C(=O)c2cccc(NC(=O)Nc3ccc(C(F)(F)F)cc3)c2O[C@@H]1CN(C)S(=O)(=O)c1ccccc1	0.6	25
3	CCCC(=O)Nc1ccc2c(c1)OC[C@H](C)N(CCc1ccccc1)C[C@@H](C)[C@H](OC)CN(C)C2=O	-0.2	-9
4	CCCNC(=O)Nc1ccc2c(c1)C(=O)N(C)C[C@@H](OC)[C@H](C)CN(CCC(F)(F)F)[C@H](C)CO2	-0.1	3
5	CNC[C@@H]1OCCCC[C@H](C)Oc2ccc(NC(=O)Nc3c(C)noc3C)cc2C(=O)N([C@H](C)CO)C[C@H]1C	0.0	1
6	COc1ccc(S(=O)(=O)Nc2ccc3c(c2)C(=O)N([C@@H](C)CO)C[C@@H](C)[C@@H](CN(C)C(=O)Nc2ccc4c(c2)OCO4)O3)cc1	0.1	5
7	C[C@H]1CCCCO[C@H](CN(C)C(=O)C2CCCCC2)[C@@H](C)CN([C@@H](C)CO)C(=O)c2cc(N(C)C)ccc2O1	-0.2	-1
8	C[C@@H]1CCCCO[C@@H](CN(C)C(=O)Nc2ccc3c(c2)OCO3)[C@H](C)CN([C@H](C)CO)C(=O)c2cc(N(C)C)ccc2O1	0.0	-4
9	C[C@@H]1CN([C@H](C)CO)C(=O)Cc2cc(NC(=O)Cn3cnnn3)ccc2O[C@H]1CN(C)C(=O)Nc1ccc(F)cc1	11	4
10	C[C@@H]1CN([C@@H](C)CO)C(=O)Cc2cc(NC(=O)Cn3cnnn3)ccc2O[C@@H]1CN(C)C(=O)Nc1ccc(F)cc1	-3.1	-2
11	CNC[C@H]1Oc2ncc(-c3ccc(OC)cc3)cc2C(=O)N([C@@H](C)CO)C[C@@H]1C	-2.3	-9
12	C[C@@H]1CN([C@@H](C)CO)S(=O)(=O)c2ccc(-c3ccccc3)cc2O[C@@H]1CN(C)Cc1ccccc1	-1.5	1
13	CN1C(=O)c2cc(NC(=O)c3cccs3)ccc2OC[C@@H]2O[C@H](CC(=O)O)CC[C@H]21	0.4	-1
14	C[C@H](CO)N1C[C@H](C)[C@@H](CN(C)C(=O)c2ccccc2)OCCCC[C@H](C)Oc2ccc(N(C)C)cc2C1=O	?	4
15	Cc1ccc(CN(C)C[C@@H]2OCc3cn(nn3)CCCC(=O)N([C@H](C)CO)C[C@H]2C)cc1	0.1	-1
16	COc1ccc(S(=O)(=O)N(C)C[C@@H]2Oc3ccc(NC(=O)Nc4cccc5ccccc45)cc3C(=O)N([C@H](C)CO)C[C@H]2C)cc1	0.0	7
17	Cc1ccc(S(=O)(=O)Nc2ccc3c(c2)C(=O)N([C@@H](C)CO)C[C@H](C)[C@H](CN(C)Cc2ccc(C(F)(F)F)cc2)O3)cc1	-0.1	-5
18	COCC(=O)N1C[C@@H](C)[C@H](OC)CN(C)C(=O)c2ccc(NC(=O)Nc3cccc(F)c3)cc2OC[C@@H]1C	-0.1	-2
19	C[C@H](CO)N1C[C@H](C)[C@@H](CN(C)C(=O)c2ccncc2)OCCCC[C@H](C)Oc2ccc(NC(=O)C3CCCCC3)cc2C1=O	-0.1	2
20	C[C@H](CO)N1C[C@H](C)[C@H](CN(C)C(=O)OCc2ccccc2)OCc2cn(nn2)CCCC1=O	-0.1	2
21	COc1ccc(-c2ccc3n(c2=O)C[C@@H]2[C@@H](CO)[C@H](C(=O)N(C)C)[C@H]3N2C(=O)c2cnccn2)cc1	-0.1	3
22	COc1ccc(NC(=O)Nc2cccc3c2O[C@H](CN(C)Cc2ccc(Cl)c(Cl)c2)[C@@H](C)CN([C@@H](C)CO)C3=O)cc1	20	4
23	C[C@H](CO)N1C[C@H](C)[C@@H](CN(C)C(=O)Nc2ccc3c(c2)OCO3)OCc2ccccc2-c2ccccc2C1=O	1.5	0
24	Cc1noc(C)c1NC(=O)N(C)C[C@@H]1Oc2ccc(NS(=O)(=O)c3c(C)noc3C)cc2C(=O)N([C@@H](C)CO)C[C@H]1C	4.6	8
25	COc1ccc(NC(=O)Nc2ccc3c(c2)CC(=O)N([C@H](C)CO)C[C@@H](C)[C@@H](CN(C)CC2CCCCC2)O3)cc1	-0.2	0
26	C[C@H]1CN([C@@H](C)CO)C(=O)c2cccc(NC(=O)Nc3ccc(C(F)(F)F)cc3)c2O[C@H]1CN(C)S(=O)(=O)c1ccccc1	0.1	9
27	COC(=O)[C@H]1[C@H](CO)[C@H]2Cn3c(ccc(-c4ccc(OC)cc4)c3=O)[C@H]2N1S(C)(=O)=O	-0.1	-1
28	COCC(=O)N1C[C@H](C)[C@@H](OC)CN(C)C(=O)c2cc(NC(=O)c3cc(C)on3)ccc2OC[C@H]1C	-0.3	-3
29	C[C@H]1CN([C@@H](C)CO)C(=O)c2cc(C#CC3CCCC3)cnc2O[C@@H]1CN(C)C(=O)c1ccncc1	-4.7	-9
30	CNC[C@@H]1Oc2c(N)cccc2C(=O)N([C@@H](C)CO)C[C@@H]1C	-0.1	-3
31	C[C@@H]1CN([C@H](C)CO)C(=O)c2cccc(NC(=O)Nc3ccccc3)c2O[C@H]1CN(C)S(=O)(=O)c1cccs1	12	8
32	C[C@@H]1CN([C@H](C)CO)C(=O)c2cc(NC(=O)Nc3ccc(F)cc3)ccc2O[C@@H]1CN(C)C(=O)Nc1ccc(C(F)(F)F)cc1	0.1	-4
33	COc1cccc(NC(=O)Nc2ccc3c(c2)OC[C@@H](C)N(CC2CC2)C[C@@H](C)[C@H](OC)CN(C)C3=O)c1	-0.2	20
34	CC(C)NC(=O)Nc1cccc2c1O[C@@H](CN(C)S(=O)(=O)c1cccs1)[C@@H](C)CN([C@H](C)CO)C2=O	-4.6	-2
35	C[C@@H]1CN([C@@H](C)CO)S(=O)(=O)c2ccc(C#C[C@@H](C)O)cc2O[C@H]1CN(C)CC1CC1	0.4	0
36	CO[C@@H]1CN(C)C(=O)c2cc(NS(=O)(=O)c3cn(C)cn3)ccc2OC[C@H](C)N(C)C[C@H]1C	-0.1	2
37	C[C@H](CO)N1C[C@H](C)[C@H](CN(C)Cc2cccc(C(=O)O)c2)Oc2ncc(C#C[C@@H](C)O)cc2C1=O	0.0	-4
38	CNC[C@H]1Oc2ncc(Br)cc2C(=O)N([C@@H](C)CO)C[C@@H]1C	-0.2	4
39	COc1ccc(S(=O)(=O)Nc2ccc3c(c2)C(=O)N([C@H](C)CO)C[C@H](C)[C@H](CN(C)C(=O)NC(C)C)O3)cc1	-16	-4
40	C[C@@H]1CCCCO[C@@H](CN(C)C(=O)c2ccccc2)[C@H](C)CN([C@H](C)CO)C(=O)c2cc(NC(=O)CCCN(C)C)ccc2O1	0.0	1
41	Cc1ccc(S(=O)(=O)N(C)C[C@H]2Oc3ccc(NS(=O)(=O)c4cn(C)cn4)cc3CC(=O)N([C@@H](C)CO)C[C@@H]2C)cc1	0.2	1
42	CNC[C@H]1Oc2ccc(NC(=O)Nc3ccc4c(c3)OCO4)cc2C(=O)N([C@H](C)CO)C[C@H]1C	-4.0	-3
43	C[C@@H]1CN([C@@H](C)CO)C(=O)CCCn2cc(nn2)CO[C@H]1CN(C)Cc1ccccc1	1.9	-3
44	C[C@@H]1CN([C@H](C)CO)C(=O)c2cc(NS(=O)(=O)c3ccccc3)ccc2O[C@H]1CN(C)C(=O)Nc1ccc(C(F)(F)F)cc1	0.0	0
45	O=C(NC1CCCC1)[C@H]1[C@H](CO)[C@H]2Cn3c(ccc(-c4cccc(F)c4)c3=O)[C@@H]1N2	-0.2	0
46	C[C@@H]1CN([C@H](C)CO)S(=O)(=O)c2ccc(C#CC3CCCC3)cc2O[C@H]1CN(C)Cc1cncnc1	3.4	3
47	CO[C@H]1CN(C)C(=O)c2ccc(NC(=O)NC(C)C)cc2OC[C@@H](C)N(Cc2cncnc2)C[C@@H]1C	-0.1	2
48	CO[C@H]1CN(C)C(=O)c2ccc(NC(=O)c3cnccn3)cc2OC[C@@H](C)NC[C@H]1C	-0.1	3
49	CCCC(=O)Nc1ccc2c(c1)OC[C@@H](C)N(CCc1ccccc1)C[C@H](C)[C@H](OC)CN(C)C2=O	-0.6	1
50	CC(C)NC(=O)Nc1ccc2c(c1)C(=O)N([C@H](C)CO)C[C@H](C)[C@H](CN(C)C(=O)C1CCCCC1)OCCCC[C@H](C)O2	-0.2	2
51	Cc1ccc(S(=O)(=O)Nc2ccc3c(c2)CC(=O)N([C@@H](C)CO)C[C@@H](C)[C@H](CN(C)Cc2ccc(C(F)(F)F)cc2)O3)cc1	0.2	4
52	CC(C)CC#Cc1ccc2c(c1)O[C@@H](CN(C)Cc1ccccc1)[C@H](C)CN([C@H](C)CO)S2(=O)=O	0.4	1
53	C[C@@H]1CCCCO[C@H](CN(C)S(=O)(=O)c2ccccc2)[C@H](C)CN([C@@H](C)CO)C(=O)c2cc(N(C)C)ccc2O1	-0.1	-1
54	COc1ccc(-c2cnc3c(c2)C(=O)N([C@H](C)CO)C[C@H](C)[C@H](CN(C)S(=O)(=O)c2cccc(OC)c2)O3)cc1	0.2	6
55	Cc1ccc(S(=O)(=O)N(C)C[C@@H]2Oc3ccc(NC(=O)Nc4cccc5ccccc45)cc3C(=O)N([C@H](C)CO)C[C@@H]2C)cc1	-0.3	1
56	CC(C)NC(=O)N(C)C[C@H]1Oc2ccc(NS(=O)(=O)c3cccs3)cc2C(=O)N([C@@H](C)CO)C[C@@H]1C	-3.2	3
57	C[C@H](CO)N1C[C@H](C)[C@H](CN(C)C(=O)C2CCOCC2)Oc2ncc(C#Cc3cccc(F)c3)cc2C1=O	-0.2	6
58	Cc1ccc(S(=O)(=O)Nc2ccc3c(c2)CC(=O)N([C@H](C)CO)C[C@@H](C)[C@@H](CN(C)Cc2ccc(C(=O)O)cc2)O3)cc1	0.1	7
59	C[C@@H]1CN([C@H](C)CO)C(=O)Cc2cc(NS(=O)(=O)c3cccs3)ccc2O[C@@H]1CN(C)S(=O)(=O)c1cccs1	0.4	1
60	C[C@H](CO)N1C[C@H](C)[C@@H](CN(C)C(=O)C2CCCCC2)OCCCC[C@H](C)Oc2ccc(N(C)C)cc2C1=O	-0.4	-4

The list continues:
item	Molecule	E-selectin induc	esBAF inh
61	C[C@H](CO)N1C[C@H](C)[C@@H](CN(C)Cc2cccc3c2OCCCO3)OCc2cn(nn2)CCCC1=O	-0.1	-1
62	COc1ccc(-c2ccc3n(c2=O)C[C@@H]2[C@@H](CO)[C@H](C(=O)NCC4CC4)N(C(=O)NC(C)C)[C@H]32)cc1	0.5	-1
63	C/C=C/c1cnc2c(c1)C(=O)N([C@@H](C)CO)C[C@H](C)[C@H](CN(C)C(=O)C1CC1)O2	0.0	-5
64	COc1ccc(NC(=O)N(C)C[C@H]2Oc3ccc(NS(=O)(=O)c4ccc(C)cc4)cc3C(=O)N([C@@H](C)CO)C[C@@H]2C)cc1	1.6	-2
65	COc1ccc(S(=O)(=O)Nc2cccc3c2O[C@@H](CN(C)C(=O)Nc2cccc4ccccc24)[C@@H](C)CN([C@H](C)CO)C3=O)cc1	-2.9	5
66	C[C@H]1CN([C@@H](C)CO)C(=O)CCCn2cc(nn2)CO[C@H]1CN(C)C(=O)CCC(F)(F)F	0.3	0
67	C[C@@H]1CN([C@H](C)CO)C(=O)c2cc(NS(=O)(=O)c3cccs3)ccc2O[C@@H]1CN(C)S(=O)(=O)c1cccs1	-0.1	2
68	CO[C@@H]1CN(C)C(=O)c2cc(NC(=O)c3cccc(Oc4ccccc4)c3)ccc2OC[C@H](C)NC[C@@H]1C	0.0	-1
69	C[C@@H]1CN([C@H](C)CO)C(=O)c2cccc(NC(=O)c3cnccn3)c2O[C@@H]1CN(C)S(=O)(=O)c1ccc(Cl)cc1	-0.1	6

The list is partial, so the mix of outcomes need not match the whole.
